Source: PubChem (National Center for Advancing Translational Sciences (NCATS))
DT40 TDP1 no CPT: qHTS for Inhibitors of human tyrosyl-DNA phosphodiesterase 1 (TDP1): qHTS in cells in absence of CPT. DT40 Tdp1-/- hTDP1 cells, no CPT, ATP luminescence, 48 h. Potency, µM (top dose mostly 46.2 µM), inactives show at the highest dose activity change, negative = growth inhibition, usual class: inhibitors. hit rate 15% among 420,000. AID 686978, 2013; further: nearly all actives have a fitted effect of over 55% in size
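Growth of hTDP1-complemented DT40 Tdp1-knockout cells is measured by ATP luminescence after at least 48 hr compound exposure at 37 °C, with DMSO substituting for the 20 nM CPT used in the parallel screen.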
GCN5L2 inh: inhibitors of human GCN5L2 histone acetyltransferase | GCN5L2 HAT assay, ThioGlo1 CoA-SH fluorescence | Potency, µM (titrated, usually from 58.9 µM), without a hit: top-dose activity change, negative = inhibition, hits mostly inhibitors | hit rate 0.21% among 390,000 | Q92830
Target sequence (Q92830 whole entry, looked up): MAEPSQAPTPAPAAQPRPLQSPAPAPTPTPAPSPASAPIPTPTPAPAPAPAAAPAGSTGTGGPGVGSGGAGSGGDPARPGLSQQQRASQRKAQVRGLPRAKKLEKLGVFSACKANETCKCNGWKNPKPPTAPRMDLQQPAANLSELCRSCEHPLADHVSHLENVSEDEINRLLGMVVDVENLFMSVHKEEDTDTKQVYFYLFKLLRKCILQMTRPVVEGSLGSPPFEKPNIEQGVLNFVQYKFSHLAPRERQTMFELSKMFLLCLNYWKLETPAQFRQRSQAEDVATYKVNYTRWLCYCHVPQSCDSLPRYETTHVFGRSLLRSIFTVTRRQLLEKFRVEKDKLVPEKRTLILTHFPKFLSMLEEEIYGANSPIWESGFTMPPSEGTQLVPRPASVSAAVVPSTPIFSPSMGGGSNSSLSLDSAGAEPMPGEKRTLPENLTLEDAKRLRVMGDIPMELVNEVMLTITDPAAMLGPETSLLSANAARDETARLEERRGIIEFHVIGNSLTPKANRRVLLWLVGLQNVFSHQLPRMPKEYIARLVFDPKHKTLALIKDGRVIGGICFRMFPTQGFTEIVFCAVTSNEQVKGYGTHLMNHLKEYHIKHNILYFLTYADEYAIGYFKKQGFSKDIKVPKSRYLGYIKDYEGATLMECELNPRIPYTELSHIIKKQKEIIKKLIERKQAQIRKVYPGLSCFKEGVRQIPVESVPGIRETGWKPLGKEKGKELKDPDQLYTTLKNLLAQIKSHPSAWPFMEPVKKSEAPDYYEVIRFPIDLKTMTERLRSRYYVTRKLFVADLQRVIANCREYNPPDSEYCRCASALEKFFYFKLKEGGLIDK
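Preincubate 20nM GCN5L2 with compound 15 min, RT → add 50uM ThioGlo1 + 75uM H3(1-25) + 70uM acetyl-CoA → read fluorescence 0 and 20 min. Primary qHTS; fluorescent artifacts likely.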
TDP1 cell CPT: growth inhibition of DT40 Tdp1-/-;hTDP1 cells with camptothecin (screen for TDP1 inhibitors). chicken DT40 Tdp1-/-;hTDP1 cells + 20 nM CPT, ATP luminescence, 48 h. Potency, µM (highest dose often 46.2 µM), inactives show at the highest dose activity change, negative = growth inhibition, most hits filed as inhibitors. hit rate 12% among 420,000. AID 686979; further: nearly all actives have a fitted effect of over 55% in size
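Chicken DT40 Tdp1-/- cells stably complemented with human TDP1 were seeded at 400 cells/well in medium containing 20 nM camptothecin, exposed to pin-transferred compounds, and grown at 37 °C for at least 48 hr. Viability was read as ATP luminescence.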
An asterisk follows results filed as active; ? = inconclusive; . = no result given; [ ] = dose if it differs, or a comment. The call rests on the fitted dose curve; in most records, active means well fitted curve in the direction sought with a large enough effect; inconclusive means small, poorly fitted or top-dose-only effect, or another doubt; inactive means no such curve, though single readings can be large; an effect the other way counts as inactive or inconclusive. On the % scale 0 is the no-effect control and ±100 the full control effect; potency means the concentration at half of the fitted maximal effect. This is a random part of the collection. Share with any hit: about 18%.

Every second line gives: DT40 TDP1 no CPT	GCN5L2 inh	TDP1 cell CPT
> O=C1CC(C(=O)Nc2ccc(Cl)cc2)n2ncnc2N1 (stereo unspecified)
    1%	1%	5%
> O=C(c1ccc(OC2CCN(Cc3ccccn3)CC2)cc1)N1CCCCCC1
    -20%	-4%	-6%
> COc1ccc(C(=O)N(Cc2nc(-c3ccc(C)cc3)no2)C(C)C)cc1OC
    ?	-6%	-89%
> O=C(Nc1ccc(N2CCOCC2)cc1)c1cccc(S(=O)(=O)N2CCCCCC2)c1
    1%	-7%	-27%
> COc1ccc(NS(=O)(=O)c2cccc(C(=O)NCC(c3ccco3)N3CCCCC3)c2)cc1 (stereo unspecified)
    ?	-3%	?
> Cc1ccc(/C=C/C(=O)Nc2sc(C)c(C)c2C(=O)OC(C)C)o1
    -27%	-10%	?
> O=C(CNC(=O)c1cccc(Cl)c1)NCC(c1cccs1)N1CCOCC1 (stereo unspecified)
    17%	-1%	-8%
> COC(=O)c1ccc(CSc2ccc3nnc(-c4ccccc4)n3n2)o1
    ?	-19%	?
> CCc1nn2c(=O)cc(COC(=O)c3ccc(SC)cc3OC)nc2s1
    -24%	-4%	-1%
> CC(CN1CCCCC1)OC(=O)COc1ccc(Br)cc1 (stereo unspecified)
    23%	-13%	3%

Four entries picked at random from the list so far, as already listed:
Every second line gives: DT40 TDP1 no CPT	GCN5L2 inh	TDP1 cell CPT
> O=C1CC(C(=O)Nc2ccc(Cl)cc2)n2ncnc2N1 (stereo unspecified)
    1%	1%	5%
> O=C(Nc1ccc(N2CCOCC2)cc1)c1cccc(S(=O)(=O)N2CCCCCC2)c1
    1%	-7%	-27%
> COc1ccc(NS(=O)(=O)c2cccc(C(=O)NCC(c3ccco3)N3CCCCC3)c2)cc1 (stereo unspecified)
    ?	-3%	?
> COc1ccc(C(=O)N(Cc2nc(-c3ccc(C)cc3)no2)C(C)C)cc1OC
    ?	-6%	-89%

(next part)
Every second line gives: DT40 TDP1 no CPT	GCN5L2 inh	TDP1 cell CPT
> CCOC(=O)c1c(C)[nH]c(C(=O)COC(=O)c2[nH]c(C)c(C(C)=O)c2C)c1C
    5.2µM*	-25%	4.6µM*
> O=C(CCC1CCCN(Cc2ccc3c(c2)CCO3)C1)NCc1ccc(F)c(F)c1 (stereo unspecified)
    -9%	28%	-4%
> COc1ccc(/C=N/NC(=O)c2cc(OC)c(OC)c(OC)c2)cc1CN1CCc2cc(OC)c(OC)cc2C1C (stereo unspecified)
    ?	-6%	?
> CCOc1cc2[nH]c(=S)n(Cc3ccc(C(=O)O)cc3)c(=O)c2cc1OCC
    -3%	-4%	10%
> CCCCN(CC)CCNC(=O)Cn1cnc2sc(C)c(S(=O)(=O)N3CCOCC3)c2c1=O
    -7%	0%	-1%
> C=CCNC(=O)C1CC(=O)N(c2ccc(OCC(=O)N3CCCC3)cc2)C1 (stereo unspecified)
    -4%	-8%	2%
> COC1(C(F)(F)F)NC(=O)N(c2ccc(F)cc2)C1=O (stereo unspecified)
    -6%	-5%	14%
> CCOCCCNC(=O)c1cc2c(-c3ccc(OC)c(OC)c3)nn(C)c2s1
    18µM*	-19%	7.3µM*
> Cc1ccccc1NC(=O)Cn1nnc2ccccc21
    2%	-7%	-2%
> CCOC(=O)[C@]12CCC=C1N(Cc1ccc(Cl)cc1Cl)C(=O)[C@H](CC(=O)N1CCCCC1)C2
    ?	.	?
> CCC1CCCCN1CCCNC(=O)CNC(=O)c1nn(-c2ccc(OC)c(Cl)c2)c(=O)c2ccccc12 (stereo unspecified)
    -26%	0%	-11%
> Cc1ccc(-c2cc(-c3coc4ccccc4c3=O)c3c(n2)-c2cc(Cl)ccc2OC3)cc1
    -9%	-3%	0%
> CN1CCN(C(=O)c2ccc(-n3cccn3)nc2)CC1
    0%	-8%	-1%
> Cc1nnc(NC(=O)c2ccc(N3CCCC3=O)cc2)s1
    -10%	-4%	?
> COC(=O)COc1ccc(C2NC(=O)NC(C)=C2C(=O)NCc2ccccc2)cc1OC (stereo unspecified)
    7%	-9%	7%
> CCC(=O)Oc1cc(C(C)(C)C)cc2cc(-c3nc(-c4ccc(OC)cc4OC)no3)c(=O)oc12
    16µM*	-12%	?
> C(CCCN1CCCCC1)CCN1CCCCC1
    ?	.	4%
> O=C(C1=C(O)C(=O)N(CCN2CCOCC2)C1c1cccc([N+](=O)[O-])c1)c1cccs1 (stereo unspecified)
    2%	0%	30%[activator]
> CCn1cc(S(=O)(=O)c2ccccc2)c(=O)c2cc(F)c(N3CCCC3)cc21
    ?	-1%	21µM*
> Cc1cc(C)c2c(-n3cccc3)c(C(=O)O)sc2n1
    -16%	1%	-9%

Full records, looked up by structure. Screens in order: DT40 TDP1 no CPT | GCN5L2 inh | TDP1 cell CPT
`CCC(=O)Oc1cc(C(C)(C)C)cc2cc(-c3nc(-c4ccc(OC)cc4OC)no3)c(=O)oc12` is listed as 16µM* | -12% | ?
`COC(=O)COc1ccc(C2NC(=O)NC(C)=C2C(=O)NCc2ccccc2)cc1OC` (stereo unspecified) is listed as 7% | -9% | 7%
`CN1CCN(C(=O)c2ccc(-n3cccn3)nc2)CC1` is listed as 0% | -8% | -1%
`O=C(C1=C(O)C(=O)N(CCN2CCOCC2)C1c1cccc([N+](=O)[O-])c1)c1cccs1` (stereo unspecified) is listed as 2% | 0% | 30%[activator]
`Cc1cc(C)c2c(-n3cccc3)c(C(=O)O)sc2n1` is listed as -16% | 1% | -9%

Remaining list, next part.
Every second line gives: DT40 TDP1 no CPT	GCN5L2 inh	TDP1 cell CPT
> c1ccc(C2=NC(c3ccccc3)CC2)cc1 (stereo unspecified)
    -27%	.	-7%
> Cc1ccccc1C1(CCN2CCCCC2)CCOC(C)(C)C1 (stereo unspecified)
    -12%	0%	-17%
> COCCCn1c2nc3ccccc3nc2c2c(=O)n(CC3CCCO3)cnc21 (stereo unspecified)
    ?	-6%	-27%
> CCOc1ccc(S(=O)(=O)n2cnc3cc(C)c(C)cc32)cc1
    8.2µM*	-12%	?
> COc1ccccc1NC(=O)c1ccc(NC(=O)CN2CCCCC2)cc1
    ?	1%	-8%
> CCN(CC)c1ccc(NC(=O)C2CCCC2)cc1
    ?	3%	?
> CS(=O)(=O)c1nc(S(=O)(=O)c2ccc(Cl)cc2)c(N2CCCCCC2)s1
    25%	0%	-18%
> COc1ccccc1-c1cnc2c(c1)C(=O)N([C@@H](C)CO)C[C@H](C)[C@H](CN(C)C)O2
    1%	.	-8%
> C[C@H](NC(=O)c1ccco1)C(=O)NCCc1ccc(S(N)(=O)=O)cc1
    19%	-1%	0%
> C#CCOCCOCCOCCNc1nc(N2CCN(C(=O)[C@H](CCCCN)n3cc([C@@H](N)CC(C)C)nn3)CC2)nc(N2CCN(C(=O)[C@H](Cc3ccc(O)cc3)n3cc([C@@H](N)CC(C)C)nn3)CC2)n1
    0%	-7%	0%
> CC1CCC(NC(=O)c2cc(S(=O)(=O)N3CCCCC3)ccc2N2CCOCC2)CC1 (stereo unspecified)
    ?	-4%	?
> COc1ccccc1CNC(=O)CSC1=NCCS1
    ?	-12%	?
> Cn1ncc(C(N)=O)c1NC(=S)NC(=O)c1ccc(Br)o1
    -13%	-4%	-8%
> CCOC(=O)C1=C(Cc2ccc(OC)cc2)C(=O)c2ccccc2C1=O
    8.2µM*	-7%	4.6µM*
> CC1CC(C)CN(S(=O)(=O)c2ccc(C(=O)N3CC(C)OC(C)C3)cc2)C1 (stereo unspecified)
    ?	-3%	-24%
> CCOCCCNC(=O)CN1C(=O)/C(=C/c2ccccc2C)Sc2ccccc21
    23%	-8%	?
> Cc1cccc(C)c1NC(=O)CCCCCC1NC(=O)NC1C (stereo unspecified)
    22%	2%	2%
> Cc1nn(Cc2ccccc2Cl)c(Cl)c1C(=O)NCCc1ccccc1
    ?	-1%	?
> COc1cccc(CNC(=O)C(NS(=O)(=O)c2ccc3nc(C)sc3c2)C(C)C)c1 (stereo unspecified)
    -22%	-2%	2%
> Cc1ccc2nc(-c3cccc(NS(C)(=O)=O)c3)cc(-c3ccccc3)c2c1
    ?	-10%	?
> Cc1ccc(OCc2nc(-c3ccc(C(=O)N4CCN(c5ccc(Cl)cc5)CC4)cc3)oc2C)cc1
    ?	-8%	?
> COc1ccc(CCCC(=O)O)c(C)c1
    -7%	-8%	-14%
> Cc1ccc(NC(=O)C2CCCN(S(=O)(=O)c3cccc4nonc34)C2)cc1 (stereo unspecified)
    -25%	-2%	-15%
> CC(=O)Nc1ccc(S(=O)(=O)N2CN(c3ccc(C)cc3)c3nc4ccccc4nc32)cc1
    ?	.	?
> NC(=O)c1ccccc1N/C=C/C(=O)c1ccc(Cl)cc1Cl
    18µM*	-5%	?
> COc1ccc(N2CC(C(=O)Nc3nc4ccc(F)cc4s3)CC2=O)c(OC)c1 (stereo unspecified)
    ?	?	?
> CCOC(=O)C1=C(CN2CC(C)CC(C)C2)NC(=O)NC1c1ccc2c(c1)OCO2 (stereo unspecified)
    26µM*	-6%	?
> O=S(=O)(c1ccc2ccccc2c1)N(CC1CO1)c1ccccc1 (stereo unspecified)
    ?	-11%	13µM*
> CCOC(=O)N1CCC(NC(=O)CN2C(=O)CSc3ncccc32)CC1
    -6%	-11%	-17%
> CC(NC(=O)c1cccnc1)c1ccc2c(c1)OCO2 (stereo unspecified)
    -9%	-2%	1%
> COc1ccc(NC(=O)Nc2cc(C)ccn2)cc1
    8%	.	-11%
> COC(=O)[C@]12CCCCC=C1N(Cc1ccc(Cl)cc1Cl)C(=O)[C@H](CC(=O)NCc1ccc(OC)c(OC)c1)C2
    ?	.	?
> C[C@H]1CN([C@@H](C)CO)C(=O)Cc2cc(NC(=O)Cn3cnnn3)ccc2O[C@H]1CN(C)Cc1ccncc1
    -11%	0%	4%
> O=C(COc1ccccc1)NCc1ccc2c(c1)OCO2
    -29%	-1%	-33%
> COCCn1c(=NC(C)=O)sc2cc([N+](=O)[O-])ccc21
    -20%	0%	-10%
> Cc1ccc(NC(=O)C2(c3ccccc3)CCCC2)nc1
    15µM*	.	?
> COc1ccc(S(=O)(=O)Cc2ccc(C(=O)NC3CC3)o2)cc1
    -19%	-7%	5%
> COc1cc(/C=N/NC(=O)Cc2ccc(Br)cc2)cc(OC)c1O
    -24%	12%	8%
> Cc1cc(C(F)(F)F)c2c(C)nn(CCc3nn[nH]n3)c2n1
    -26%	0%	-4%
> CC(CC(C)C(=O)N1CCOCCN(C(=O)C(C)CC(C)C(=O)O)CCOCC1)C(=O)O (stereo unspecified)
    -2%	-5%	3%
> C=CCn1c(-c2cc(OC)cc(OC)c2)n[nH]c1=S
    0%	0%	1%
> O=C(NC1CCCCCC1)c1ccc(S(=O)(=O)NCc2ccco2)cc1
    -17%	-1%	-19%
> CCCCNC(=O)C1(C)CCCCN1C(=O)c1cc2ccccc2s1 (stereo unspecified)
    15µM*	.	8.2µM*
> CC(C)C(=O)Nc1sc2c(c1C#N)CCCCC2
    -21%	-3%	4%
> CCOc1ccc2oc(=O)cc(C)c2c1
    -17%	-5%[0.501 µM]	3%
> CCCOc1ccc(Br)cc1/C=N/O
    ?	.	?
> CS(=O)(=O)N(CCC(=O)O)Cc1ccccc1
    -11%	-3%	-5%
> COc1cc(OC)c(C(=O)NC23CC4CC(CC(C4)C2)C3)cc1OC
    18µM*	-1%	?
> CCOC(=O)C(C)OC(=O)C1=C(C)NC(=O)NC1c1ccc2c(c1)OCO2 (stereo unspecified)
    4.1µM*	-6%	3.7µM*
> CC(C)(C)OC(=O)N(CCc1ccccc1)Cc1cccc(OCc2cccc(NC(=O)/C=C/c3ccccc3)c2)c1
    ?	.	?

Next compounds
Every second line gives: DT40 TDP1 no CPT	GCN5L2 inh	TDP1 cell CPT
> CC(C)(C)c1cc(C(=O)NCc2ccco2)ccn1
    -10%	-5%	-25%
> O=C1CC(N2CCC(O)(c3ccc(Cl)cc3)CC2)C(=O)N1Cc1ccc(N2CCCC2=O)cc1 (stereo unspecified)
    15µM*	-12%	?
> CN(C)c1nc(NNC(=O)c2ccccc2)nc(N(C)C)n1
    0%	.	0%
> Cc1sc(-n2cccc2)c(C(=O)O)c1C
    0%	-9%	-22%
> CCn1c(/C=C2\C(=O)N(C)c3ccccc32)nc2ccccc2c1=O
    ?	-5%	?
> O=C(CCn1nnc2ccccc21)Nc1nnc(-c2ccccc2F)s1
    -9%	-3%	-17%
> CCCC(=O)NNC(=O)c1ccoc1C
    -23%	0%	3%
> O=C(CC1C(=O)NCCN1Cc1c(F)cccc1Cl)NCCc1ccccn1 (stereo unspecified)
    6%	-5%	-1%
